Source: PubChem BioAssay (Broad Institute)
ARNT TACC3 PPI = disruptors of human ARNT/TACC3 interaction; Q9Y6A5; AlphaScreen His-ARNT PAS-B/GST-TACC3 binding, luminescence; TACC3 fragment carries E629A point mutation; inhibition, % at 9.99 µM; hit rate 0.66% among 390,000; AID 623870;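 active = mean inhibition of replicates at least 50% and at least half of replicates each reaching 50%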;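 note: 0% = complete ARNT plus TACC3 wells and 100% = ARNT alone without TACC3; many hits fall short of the cut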
esBAF inh = SWI/SNF esBAF complex inhibition; hit rate 2% among 350,000; AID 602393; reporter increase, % at 12.5 µM; mouse ES cells, Bmi1-luciferase knock-in reporter, 24 h; 100% = twice the neutral-well signal; in the data active = activation above about 40%;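 note: 0% = median of the plate's neutral control wells and 100% = double that signal; a rise in the Bmi1 reporter signal indicates esBAF inhibition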
miR-122 sensor = blocks miR-122 activity in Huh7 sensor cells | Huh7 miR-122 Renilla luciferase sensor, 48 h; neutral wells = 0, positive control = 100 | activation (reporter increase), % at 12.5 µM | hit rate 0.3% among 340,000 | AID 602342;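 active = mean replicate activation score at least 90 and every replicate individually at or above 90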;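 note: higher luciferase means less miR-122 activity so hits act as miR-122 inhibitors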
ERp5 block = inhibitors of human ERp5 | inhibition, % at 9.99 µM | hit rate 0.05% among 350,000 | AID 651711 | ERp5 insulin aggregation, absorbance 650 nm, 90 min | Q15084;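 active = mean replicate inhibition above about 25%, with every replicate also reaching it, limit read from the data, passing the limit was not always enough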
Target sequence (Q15084 whole entry, looked up): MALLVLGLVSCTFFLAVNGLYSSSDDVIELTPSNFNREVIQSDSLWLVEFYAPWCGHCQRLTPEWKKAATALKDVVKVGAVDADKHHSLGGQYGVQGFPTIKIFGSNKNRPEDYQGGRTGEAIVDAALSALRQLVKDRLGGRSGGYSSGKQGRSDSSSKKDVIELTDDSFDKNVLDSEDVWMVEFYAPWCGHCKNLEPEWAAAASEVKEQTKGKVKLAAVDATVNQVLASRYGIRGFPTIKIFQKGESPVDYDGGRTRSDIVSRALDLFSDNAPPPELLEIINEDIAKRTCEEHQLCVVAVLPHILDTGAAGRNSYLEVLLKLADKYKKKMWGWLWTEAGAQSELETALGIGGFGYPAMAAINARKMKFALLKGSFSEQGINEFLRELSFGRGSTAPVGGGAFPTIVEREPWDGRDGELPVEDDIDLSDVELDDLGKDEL
Cneo AK release = Cryptococcus neoformans lysis via adenylate kinase release; lysis activity, % at 15 µM; C. neoformans lysis, adenylate kinase release luminescence, 4 h; normalised: neutral wells 0, clomiphene wells 100; hit rate 0.2% among 360,000; AID 651654;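 active = mean lysis activity across replicates of at least 80%, whatever share of replicates individually reach that level; inactive = mean lysis activity below 80%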
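Material: C. neoformans cells | Amount: Yeast cell density of 5 × 10^6 cells/mL | Medium: Fresh YPD growth medium | Dosing: Single dose | Times: Static 4 h at 37 °C with compound, 1 h detection | Detection: AK luminescence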
SIRT5 inh = sirtuin-5 (human) deacylase inhibition; Q9NXA8; Purified SirT5, succinyl-peptide AMC, trypsin-coupled fluorescence; inhibition, % at 15 µM; hit rate 1.1% among 330,000; AID 652115; in the data active = inhibition above about 15%
Target sequence (Q9NXA8 whole entry, looked up): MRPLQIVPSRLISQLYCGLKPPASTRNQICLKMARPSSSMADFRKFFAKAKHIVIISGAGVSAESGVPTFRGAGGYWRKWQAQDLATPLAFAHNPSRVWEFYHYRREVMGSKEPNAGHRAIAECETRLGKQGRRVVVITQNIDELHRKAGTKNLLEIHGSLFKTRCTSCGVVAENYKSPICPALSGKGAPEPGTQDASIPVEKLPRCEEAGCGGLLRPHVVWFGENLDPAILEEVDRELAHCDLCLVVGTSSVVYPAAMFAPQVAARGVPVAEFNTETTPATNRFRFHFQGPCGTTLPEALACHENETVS
C2C12 statin = protects C2C12 myotubes from simvastatin toxicity; ATP luminescence, 48 h; scaled: DMSO 0, geranylgeraniol control 100; rescue of ATP level, % at 7.49 µM; hit rate 0.78% among 330,000;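 active = mean ATP rescue above about 67%, or every replicate alone reaching that limit, limit read from the data, passing the limit was not always enough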;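 note: myotubes were challenged with 10 µM simvastatin during compound exposure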
An asterisk follows results filed as active; i = inactive; · = not tested or not shown; [ ] = remark or other dose.

mol | ARNT TACC3 PPI | esBAF inh | miR-122 sensor | ERp5 block | Cneo AK release | SIRT5 inh | C2C12 statin
Cc1ccc(S(=O)(=O)Nc2ccc3c(c2)C(=O)N([C@H](C)CO)C[C@@H](C)[C@H](CN(C)C(=O)Nc2c(C)noc2C)OCCCC[C@@H](C)O3)cc1 | -3 | 2 | -8[16.7 µM] | 9 | 2 | -4 | ·
CC(=O)c1c(C)[nH]c(C(=O)NC(C)c2ccccc2)c1C (stereo not drawn) | -3 | 19 | 6 | -1 | -1 | 1 | 2
COc1ccc(S(=O)(=O)N(C)C[C@H]2Oc3ccc(NS(=O)(=O)c4ccccc4)cc3C(=O)N([C@@H](C)CO)C[C@@H]2C)cc1 | 8 | -2 | -2[16.7 µM] | · | -1 | · | -14
NS(=O)(=O)c1cccc(NC(=O)COC(=O)CC2Sc3ccccc3NC2=O)c1 (stereo not drawn) | 3 | 13 | -8 | -1 | 0 | 12 | -2
C/C=C/c1cccc(-c2nc(C(=O)NCc3ccc(OC)cc3)cc3c2[C@H](CCO)N([S@@](=O)C(C)(C)C)C3)c1 | -1 | -5 | · | 1 | -7 | 2 | -9
Cn1ncc([N+](=O)[O-])c1C(=O)Nc1ccccc1C#N | · | -5 | -4 | -7 | 0 | · | -1
CCOC(=O)c1sc(NC(=O)C2CC(=O)N(c3ccccc3C)C2)nc1C (stereo not drawn) | 2 | -2 | -9 | 2 | 9 | 1 | 1
COc1ccccc1OCCCn1cc(C#N)c2ccccc21 | -7 | 38 | 10 | · | 0 | · | -3
Cc1cc(C)cc(C(=O)NC(CC(N)=O)c2ccc(NC3CCCCCCC3)c([N+](=O)[O-])c2)c1 (stereo not drawn) | -3 | 8 | · | 7 | 4 | 1 | 7
O=C(C[C@H]1C[C@H]2c3cc(NC(=O)Nc4ccccc4)ccc3O[C@H]2[C@@H](CO)O1)NCC1CC1 | -1 | -5 | 2[16.7 µM] | -19 | -8 | -2 | -4
CCCNC(=O)Nc1ccc2c(c1)C(=O)N(C)[C@@H]1CC[C@@H](CC(=O)OC)O[C@@H]1CO2 | -2 | 3 | 30[16.7 µM] | -4 | -5 | -3 | 12
CN1[C@H](C(=O)NCc2ccccc2F)[C@@H](CO)[C@@H]2Cn3c(ccc(C4=CCCC4)c3=O)[C@@H]21 | 8 | 0 | · | 1 | 3 | -2 | -1
COc1ccc(S(=O)(=O)N(C)C[C@@H]2Oc3ccc(NS(=O)(=O)c4ccc(C)cc4)cc3CC(=O)N([C@H](C)CO)C[C@@H]2C)cc1 | 0 | 1 | -4[16.7 µM] | · | 4 | · | -13
COc1ccc(NS(=O)(=O)c2cc(NC(=O)c3ccc(=O)[nH]c3)ccc2N2CCOCC2)cc1 | 15 | -16 | 23 | 3 | 1 | 1 | -3
CCCC#Cc1cnc2c(c1)C(=O)N([C@@H](C)CO)C[C@H](C)[C@@H](CN(C)C(=O)Nc1ccc(OC)cc1)O2 | 3 | -5 | -4[16.7 µM] | 4 | 1 | -1 | 16
COc1ccc(-n2ccc3ccccc32)cc1 | -17 | 20 | · | 3 | · | -4 | -4
CC1(C)NC(=O)N(CC(=O)Nc2nc(-c3ccc(F)cc3)cs2)C1=O | 2 | 6 | -3 | · | 3 | · | 0
Cc1cc(C)n(C2CC(=O)N(c3ccc(Cl)c(Cl)c3)C2=O)n1 (stereo not drawn) | 3 | · | -3 | 2 | 1 | 0 | ·
COc1cc(NC(=O)COc2ccc(Cl)cc2)ccc1NC(=O)C(C)C | -73 | -7 | 7 | 3 | · | -4 | 1
O=C(CN1C(=O)NC2(CCCC2)C1=O)Nc1ccc(F)cc1 | 2 | -4 | -7 | 4 | -1 | -3 | 0
CCOc1ccc(NC(=O)CN(C)C(=O)c2ccc(C)o2)cc1OCC | 3 | -2 | -10 | 0 | 1 | -4 | 1
Cc1nc(SCC(=O)N(C)C2CCS(=O)(=O)C2)c2ccccc2n1 (stereo not drawn) | 11 | 4 | -8 | 2 | -1 | -7 | -5
O=C(CN1CCN(c2ccccc2O)CC1)Nc1ccc2c(c1)CCC2 | 1 | -6 | 4 | · | · | · | -7
CC(C)Oc1ccc(C2CCC(=O)NC2=O)cc1 (stereo not drawn) | -12 | · | · | 6 | · | -4 | ·
CC(=O)NC(Cc1c[nH]c2ccccc12)C(=O)N1CCc2ccccc2C1 (stereo not drawn) | 3 | -7 | 2 | · | 2 | · | 12
COc1ccc(CN2CCNC(=O)C2CC(=O)NC2CCCC2)cc1OC (stereo not drawn) | 0 | 2 | 2 | 4 | 0 | -2 | 5
O=C(CCCn1c(=S)[nH]c2ccccc2c1=O)N1CCCCC1 | -10 | 1 | -1 | · | -1 | · | -7
CCCC(C)n1[nH]c(=O)c2c(C)cc(C)nc21 (stereo not drawn) | -22 | -10 | -2 | · | 6 | · | 4
O=C1[C@H]2CC3C=CC2(O3)[C@@H]2OCCCN12 (stereo partly drawn) | -1 | 9 | 4 | 4 | -3 | · | -3
C[C@H]1CN([C@@H](C)CO)C(=O)c2cc(NC(=O)Nc3ccc(C(F)(F)F)cc3)ccc2O[C@H]1CN(C)C(=O)Nc1ccc2c(c1)OCO2 | -3 | 8 | -4[16.7 µM] | -5 | 1 | 6 | 35
COCC(=O)N[C@@H]1c2ccccc2CC[C@@H]1OCc1ccccc1 | -3 | -1 | · | 2 | -3 | -1 | 14
O=C(O)CN1C(=O)Nc2ccc(Br)cc2C1c1ccccc1 (stereo not drawn) | -6 | -4 | 7 | · | 1 | · | ·

Other structures follow:
Order of results – ARNT TACC3 PPI, esBAF inh, miR-122 sensor, ERp5 block, Cneo AK release, SIRT5 inh, C2C12 statin
> COc1ccccc1S(=O)(=O)Nc1ccc2c(c1)C(=O)N(C)C[C@@H](OC)[C@@H](C)CN[C@@H](C)CO2
    -7, -2, ·, 2, -1, 0, 10
> Cc1ccc2c(C)c(C(=O)N3CCN(c4ccncc4)CC3)oc2c1C
    4, 6, -4, 5, 2, -4, -6
> O=C(C[C@H]1C(=O)N(Cc2ccccc2)C[C@@H]1c1ccc(Br)cc1)Nc1ccc(Br)cc1
    ·, -6, 70, 6, ·, -2, 27
> Cc1ccc(C)c(OCc2nc(-c3cccnc3)no2)c1
    0, 16, 4, ·, -1, ·, 12
> Clc1ccccc1-c1nnc2sc(-c3ccccn3)nn12
    1, -1, -4, ·, 0, ·, -3
> Cc1cc(C)c(S(C)(=O)=O)c(N(C)NC(=O)c2c(F)cccc2F)n1
    -6, 4, 0, 4, 0, -2, 1
> Cc1cc(OCC(=O)NCCN2CCOCC2)cc(C)c1Cl
    17, -5, -1, 2, 1, -1, -11
> CCC(=O)N1C[C@@H](C)[C@@H](OC)CN(C)C(=O)c2cc(NC(=O)NC(C)C)ccc2OC[C@@H]1C
    -3, 1, -1[16.7 µM], 7, 0, -1, 19
> C[C@@H]1CN([C@@H](C)CO)C(=O)c2cc(NS(=O)(=O)c3cn(C)cn3)ccc2O[C@@H]1CN(C)Cc1ccc2c(c1)OCO2
    8, -1, -4[16.7 µM], -7, 0, -3, 10
> C#CC(=O)N(c1cc(OC)ccc1OC)C(C(=O)NC1CCCC1)c1cccs1 (stereo not drawn)
    11, -50, -18, ·, 0, ·, i
> Cc1ccc(S(=O)(=O)/N=C(/NC(=S)Nc2ccccc2)c2ccccc2)cc1
    -5, 55*, 9, ·, -5, ·, -18
> C[C@H]1CN([C@@H](C)CO)C(=O)c2cccc(NC(=O)NC3CCCCC3)c2O[C@H]1CN(C)S(=O)(=O)c1ccc(Cl)cc1
    -5, 13, -16[16.7 µM], 1, 18, 6, -4
> CC1(C)CC(CC(=O)O)(c2ccccc2)CCO1 (stereo not drawn)
    -3, -7, 1, ·, 0, ·, -3
> Cc1noc(C)c1NC(=O)N1C[C@@H](O)COC[C@@H]2O[C@@H](CC(=O)N3CCc4ccccc4C3)CC[C@H]21
    3, 1, 7[16.7 µM], 4, 51, 9, 11
> O=C(CCc1c[nH]c2ccccc12)OCc1cccc(C(F)(F)F)c1
    -10, ·, -11, -1, -4, -13, ·
> CC1(C(=O)NC2CCCCCC2)CCN1C(=O)C1(c2ccccc2)CC1 (stereo not drawn)
    ·, -3, -2, 5, -3, 6, -1
> Cc1noc(C)c1COC(=O)c1csc2c1CCCC2
    -4, ·, -7, -1, -1, -2, 4
> COC(=O)c1ccc(OCC(O)CN2CCOCC2)cc1 (stereo not drawn)
    -7, -7, 3, 2, 0, ·, 22
> Cc1nn(-c2ccc(F)cc2)c(Cl)c1C(=O)NCC1CCCO1 (stereo not drawn)
    1, 1, ·, 4, 3, -1, 5
> CO/N=C\Cc1oc(=O)c(NC(=O)c2ccccc2)cc1C(=O)OC
    -1, 7, 2, ·, -2, ·, 1
> Cc1c(OCC(=O)NCC2CCC(C(=O)NCCCO)CC2)ccc2c(-c3ccccc3)cc(=O)oc12 (stereo not drawn)
    0, -10, -1, -2, 0, -5, 11
> Cc1cc(C)nc(SCC(=O)N2CCCCC2)n1
    -21, -3, 1, ·, 2, ·, -1
> CCCCC(=O)N(Cc1ccc(F)cc1)C1CCS(=O)(=O)C1 (stereo not drawn)
    -7, -1, -4, -3, 0, 0, 87*
> CCOc1ccc(C(O)Cc2nc3ccccc3n2C)cc1 (stereo not drawn)
    16, 1, 4, ·, 0, ·, 5
> COc1ccc(-c2cc(C(F)(F)F)nc(SCC(=O)Nc3cc(C)on3)n2)cc1
    2, 7, ·, ·, -2, ·, -6
> Cc1ccc(/C=N/n2c(C3CCCCC3)n[nH]c2=S)cc1
    10, -1, -7, 3, -2, -1, 15
> COc1ccc(C(=O)NC(=O)COC(=O)CCS(=O)(=O)c2ccc(C)cc2)cc1
    -4, ·, -3, -1, -1, 1, -7
> O=C(CCCn1c(=S)[nH]c2ccsc2c1=O)Nc1ccc2c(c1)OCO2
    9, 1, 0, 4, 0, -1, 2
> O=C(Cc1ccsc1)NCC(=O)Nc1ccc(F)c(F)c1
    -1, ·, 1, 5, 0, -1, ·
> Cc1cccc(C)c1N1CCN(CCn2c(=S)[nH]c3ccccc3c2=O)CC1
    -3, 0, -5, -1, -1, 2, -14
> O=C(Oc1cccnc1)c1ccccc1[N+](=O)[O-]
    -7, ·, ·, 1, ·, 1, ·
> CN(Cc1ccccc1)C(=O)c1ccc2nc([C@@H]3O[C@H](CO)[C@H](O)[C@H](O)[C@H]3O)[nH]c2c1
    ·, 4, -9, -3, -1, ·, 2
> Cc1n[nH]c(C)c1N=Nc1cc(Cl)ccc1Cl
    40, -9, 1, ·, 6, ·, 12

One compound at a time, as listed above:
Profile of COc1cc(NC(=O)COc2ccc(Cl)cc2)ccc1NC(=O)C(C)C → ARNT TACC3 PPI = -73; esBAF inh = -7; miR-122 sensor = 7; ERp5 block = 3; Cneo AK release = ·; SIRT5 inh = -4; C2C12 statin = 1
Profile of CC(=O)NC(Cc1c[nH]c2ccccc12)C(=O)N1CCc2ccccc2C1 (stereo not drawn) → ARNT TACC3 PPI = 3; esBAF inh = -7; miR-122 sensor = 2; ERp5 block = ·; Cneo AK release = 2; SIRT5 inh = ·; C2C12 statin = 12
